Compound activity deposited in PubChem BioAssay by several laboratories.
LYP phosphatase = PTPN22 lymphoid phosphatase activity blockers – biochemical, fluorescence intensity, uHTS (AID 1779); recombinant LYP phosphatase, fluorescence intensity; higher % means a stronger effect; inhibition, % at 11.5 µM; hits with a dose series show IC50 in µM; 0.054% of 290,000 active; in the data active means inhibition above about 50%;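 further: plate controls were vehicle with enzyme for no effect and no enzyme for full effect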
T cell modulator = T cell immune modulation candidate. 2C CD8+ T cell-vesicle binding, flow cytometry; active compounds read low. calls only at 7 µM. 0.068% of 330,000 active. AID 2052;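 active means response, share of CD8 T cells binding vesicles, and their 90th percentile fluorescence all below set limits, cut at about 80% in these data, passing the limit was not always enough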
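Incubation: binding step 1.5 h, 37 °C, antibody labelling 20 min, ice; system: murine 2C transgenic CD8+ T lymphocytes; technique: cytometric PE anti-B7-1 and Alexa647 anti-CD8 signals after 1% paraformaldehyde fixation; also added: QL9-charged Drosophila Ld/ICAM-1/B7-1 vesicles; control set: naked versus QL9-loaded vesicles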
GPR55 activation = selective activators of receptor GPR55 – imaging, U2OS cells, beta-arrestin-GFP redistribution, primary screen (AID 1961). U2OS GPR55 beta-arrestin-GFP redistribution imaging; higher % means a stronger effect. activation, % at 10 µM; hits with a dose series show EC50 in µM. 0.048% of 290,000 active;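 active means activation above 40% with more than 50 cells counted in the well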;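 further: U2OS osteosarcoma cells stably expressing GPR55 and beta-arrestin-GFP; plate controls were DMSO negative control for no effect and LPI positive control for full effect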
GPR55 antagonists = GPR55 antagonists blocking LPI-driven arrestin recruitment, primary screen, imaging, U2OS, beta-arrestin-GFP, LPI agonist (AID 2013). U2OS GPR55 beta-arrestin-GFP translocation imaging, LPI antagonism; higher % means a stronger effect. inhibition, % at 10 µM, or IC50 in µM where a hit was titrated. 0.13% of 290,000 active;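 active means spots per cell inhibited over 60%, with over 100 cells counted and total cytoplasm intensity under 500,000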;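 further: U2OS cells stably carrying GPR55 and arrestin-GFP stimulated by 5 µM LPI near EC80; imaged beta-arrestin-GFP aggregate spots per cell after agonist stimulation; plate controls were LPI-stimulated DMSO wells for no effect and DMSO wells without LPI for full effect; some results filed as inactive read as strong as hits; confirmed hits need IC50 under 10 µM and bright autofluorescent wells are also inconclusive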
Large T inhibition = SV40 large T antigen inhibitors, biochemical (AID 1903); SV40 large T antigen ATPase/helicase inhibition assay; higher % means a stronger effect; 0.39% of 310,000 active; inhibition, % at 20 µM; hits with a dose series show IC50 in µM; in the data active means a potency from the dose series; further: strong numbers were not always called active
Rac1 GTP hydrolysis = MgcRacGAP GTPase-activating activity inhibitors, confirmation, biochemical, ADP Hunter fluorescence; MgcRacGAP-stimulated Rac1 GTP hydrolysis, ADP Hunter fluorescence; higher % means a stronger effect; GST-tagged Rac1 F28L mutant substrate; inhibition, % at 30 µM, or IC50 in µM where a hit was titrated; 0.6% of 340,000 active;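 active means first-screen hits whose inhibition reached a set limit at any dose in the follow-up dose series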;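 further: fluorescence reports GDP produced by GAP-driven GTP hydrolysis; strong numbers were not always called active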
NTR1 agonist = agonists of NTR1, primary screen, imaging, U2OS cells, beta-arrestin-GFP, high content (AID 493036); P30989; NTR1-U2OS beta-arrestin-GFP spot imaging, agonist mode; activation, % at 20 µM; 0.17% of 330,000 active;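 active means activation at or above 40% of the spot to cytoplasm intensity ratio, with at least 20 cells analyzed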;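 further: 0% = DMSO without peptide and 100% = 100 nM NTR1 peptide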
Target sequence (P30989 whole entry, looked up): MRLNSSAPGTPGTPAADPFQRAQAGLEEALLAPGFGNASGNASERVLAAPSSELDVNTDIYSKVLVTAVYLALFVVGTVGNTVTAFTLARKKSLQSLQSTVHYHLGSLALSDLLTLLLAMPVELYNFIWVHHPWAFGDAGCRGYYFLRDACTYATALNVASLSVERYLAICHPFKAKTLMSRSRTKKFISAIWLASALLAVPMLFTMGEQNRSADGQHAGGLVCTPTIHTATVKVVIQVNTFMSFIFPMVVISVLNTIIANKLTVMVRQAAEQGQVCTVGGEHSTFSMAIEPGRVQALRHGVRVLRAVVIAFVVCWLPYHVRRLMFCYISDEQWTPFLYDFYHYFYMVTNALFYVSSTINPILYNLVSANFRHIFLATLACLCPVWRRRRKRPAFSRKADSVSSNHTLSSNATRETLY
GPR35 arrestin U2OS = inhibition of zaprinast-stimulated GPR35 beta-arrestin translocation – imaging, U2OS, beta-arrestin-GFP, zaprinast agonist, primary screen (AID 2058) | U2OS GPR35 beta-arrestin-GFP translocation imaging, zaprinast antagonism; higher % means a stronger effect | one-dose inhibition, % at 10 µM; IC50 in µM for titrated hits | 0.052% of 290,000 active;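 active means inhibition of at least 50% with at least 30 cells and total cytoplasm GFP at most 10,000,000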
Lipid droplet = hepatic lipid droplet formation modulation | AML12 mouse hepatocytes, oleate lipid droplets, BODIPY imaging | inhibition, % at 6.5 µM | 0.4% of 240,000 active | AID 1656;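 active means lipid droplet intensity inhibited by at least 50%, with more than 500 cells counted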
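Assay system: AML12 mouse liver cells | Compound dosing: One dose, 6.5 µM compound | Read-out basis: Droplet intensity reduction, % inhibition | Measured by: Fluorescence imaging, 20x objective, two fields per well | Schedule: Overnight treatment with compound plus oleate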
Lipid droplet cells 6.5 µM = second read-out of Lipid droplet, no call of its own (marks repeat the call); cell count; measured here: cell count, cytotoxicity flag;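 cells counted across two imaged fields per well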
T cell modulator vesicle-bound % = further read-out of T cell modulator, marked with its call; double positive events, %; measured here: CD8+ vesicle-bound cell fraction;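 binding gate set so that unloaded-vesicle control wells show 10% double positive cells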
NTR1 agonist cell count 20 µM = recorded beside NTR1 agonist, whose call it bears; cell count; measured here: cell count, cytotoxicity flag
Numbers without * were called inactive; i = inactive; nt = not tested or not shown.

SMILES	LYP phosphatase	T cell modulator	T cell modulator vesicle-bound %	GPR55 activation	GPR55 antagonists	Large T inhibition	Rac1 GTP hydrolysis	NTR1 agonist	NTR1 agonist cell count 20 µM	GPR35 arrestin U2OS	Lipid droplet	Lipid droplet cells 6.5 µM
Cc1cccc2nc(CSc3nc4ccccc4[nH]3)cn12	-2%	i	38	0.2%	-10%	0%	11%	-0.1	86	-14%	-2	619
CCc1cccc(NC(=O)Cc2cn(C)c3ccccc23)c1	-5%	i	28	0.0%	12%	7%	11%	-2.1	89	8%	nt	nt
CC1=Nc2ccccc2/C1=C/c1sc(=N)n(-c2nccs2)c1O	-7%	i	38	0.0%	19%	18%	18%	-2.1	43	22%	nt	nt
O=C(Nc1cccnc1N1CCOCC1)c1ccco1	-5%	i	35	0.3%	-1%	7%	-1%	0.4	60	7%	5	666
O=C(CNc1cccc(C(F)(F)F)c1)N/N=C/C1CCCCC1	-1%	i	46	-0.3%	4%	17%	-4%	2.6	63	-11%	-4	650
COc1ccc(C(=O)Nc2ccnn2C2CCN(Cc3ccn[nH]3)CC2)cc1	-10%	i	2	-0.1%	5%	6%	4%	1.1	62	-13%	-5	660
Cn1c(=O)[nH]c(=O)c2c1nc(N1CCOCC1)n2CCSc1nnnn1-c1ccccc1	-9%	i	23	-0.1%	-11%	21%	-2%	2.6	55	8%	-8	672
Cc1oc(=O)c(NC(=O)c2ccccc2)cc1C(=O)c1ccccc1	1%	i	53	0.0%	-3%	15%	18%	3.1	82	-6%	nt	nt
CCOc1cc(/C=N/n2cnnc2)cc(Br)c1O	-3%	i	7	-0.2%	1%	23%	14%	-0.7	38	-11%	nt	nt
COc1cccc(N2CCN(C(=O)CN3C(=O)NC4(CCCC4)C3=O)CC2)c1	-6%	i	9	-0.1%	12%	3%	8%	2.2	58	12%	1	874
Cc1cc(NS(=O)(=O)c2ccc(NC(=O)COc3ccc(Cl)c(C)c3)cc2)no1	-9%	nt	nt	0.2%	8%	nt	-1%	-1.2	47	3%	-3	763
O=C(Nc1ccc(C(F)(F)F)cc1)c1cccnc1N1CCOCC1	-4%	i	60	-0.1%	-10%	22%	0%	-1.0	49	6%	19	784
O=c1[nH]c(NCCO)nc2ncn(Cc3ccccc3)c12	-10%	i	62	nt	7%	2%	2%	1.6	105	8%	-4	736
CCOC(=O)c1ccc(NC(=O)c2cc3c(s2)CCC3)cc1	0%	i	31	0.0%	0%	-1%	-6%	9.9	60	-8%	-11	655
O=C(Nc1cc(S(=O)(=O)N2CCOCC2)ccc1N1CCCC1)c1cc(=O)[nH]c2ccccc12	-7%	i	24	-0.1%	8%	21%	-3%	-0.6	53	-9%	3	637
COc1cccc(C(=O)NCC(C)(C)SCc2ccc(F)cc2)c1	-6%	i	67	-0.1%	0%	5%	14%	-0.4	51	7%	nt	nt
COc1ccc(NC(=S)Nc2ccc(OCc3ccccc3)cc2)c(OC)c1	2%	i	30	-0.3%	4%	3%	17%	0.2	59	7%	-5	619
CC/C(=N/NC(=O)c1ccccc1)c1ccc(OCCN2CCOCC2)cc1	24%	i	53	0.5%	-1%	14%	9%	-0.1	57	4%	2	730
COc1ccc(C(=O)N(Cc2ccc(N(C)C)cc2)C2CCS(=O)(=O)C2)cc1 (centres undefined)	-10%	i	14	-0.2%	11%	5%	3%	-3.3	85	2%	nt	nt
CCN1CCN(Cc2ccc(NC(=O)c3ccc(C)c(NC(=O)c4cc(-c5ccc(Br)cc5)n[nH]4)c3)cc2C(F)(F)F)CC1	-11%	i	31	-0.1%	-6%	18%	-1%	2.0	94	18%	3	660
COc1ccc(Br)cc1[C@H]1[C@@H]2C=CCC[C@@]2(C)C(=O)N1Cc1ccccc1	-3%	i	38	-0.1%	36%	5%	1%	11	85	13%	-15	728
CCOc1ccc2nc(NC(=O)Cn3[nH]c(=O)c4ccccc4c3=O)sc2c1	-7%	i	39	-0.1%	-11%	10%	10%	6.6	55	5%	-19	753
CCOC(=O)C1(CC2CC2)CCN(C(=O)c2cc(OC)nc3ccccc23)CC1	2%	i	28	0.3%	-2%	nt	6%	0.3	24	15%	-23	742
NC(=O)C1CCN(Cc2nc3cc(Cl)ccc3c(=O)[nH]2)CC1	-4%	i	47	-0.1%	4%	9%	11%	-1.0	46	-3%	4	783
Cc1ccc(F)cc1NC(=O)c1cccc(N(C)C)c1	-2%	i	52	-0.3%	-5%	7%	-1%	-1.2	84	-2%	nt	nt
Cc1c(NP(=O)(c2ccc(Br)cc2)c2ccc(Br)cc2)c(=O)n(-c2ccccc2)n1C	0%	i	60	-0.1%	21%	6%	4%	0.9	41	-14%	-26	708
Cc1nnc(SCc2nnc(-c3cccs3)o2)n1Cc1ccccc1	-2%	i	38	-0.4%	1%	1%	-1%	2.3	66	-6%	-13	666
O=C(CSc1c2c(nc3cc(Cl)ccc13)CCCC2)NCCCN1CCOCC1	-1%	i	59	0.3%	17%	4%	4%	0.4	93	3%	21	668
COc1cccc(CN(CC(=O)NCc2ccc(F)cc2)C(=O)c2ccco2)c1	-4%	i	32	-0.1%	6%	8%	4%	0.3	45	-1%	-1	794
O=C(c1ccc2c3c(cccc13)CC2)C1CCCN(C(=O)c2ccc[n+]([O-])c2)C1 (centres undefined)	-6%	i	30	0.2%	4%	24%	4%	0.9	59	-1%	8	711

Arranged by value in T cell modulator vesicle-bound % (rising): some entries from above.
Compound	LYP phosphatase	T cell modulator	T cell modulator vesicle-bound %	GPR55 activation	GPR55 antagonists	Large T inhibition	Rac1 GTP hydrolysis	GPR35 arrestin U2OS
CCOC(=O)c1ccc(NC(=O)c2cc3c(s2)CCC3)cc1	0%	i	31	0.0%	0%	-1%	-6%	-8%
O=C(Nc1cccnc1N1CCOCC1)c1ccco1	-5%	i	35	0.3%	-1%	7%	-1%	7%
CC/C(=N/NC(=O)c1ccccc1)c1ccc(OCCN2CCOCC2)cc1	24%	i	53	0.5%	-1%	14%	9%	4%
O=C(CSc1c2c(nc3cc(Cl)ccc13)CCCC2)NCCCN1CCOCC1	-1%	i	59	0.3%	17%	4%	4%	3%
Cc1c(NP(=O)(c2ccc(Br)cc2)c2ccc(Br)cc2)c(=O)n(-c2ccccc2)n1C	0%	i	60	-0.1%	21%	6%	4%	-14%
O=c1[nH]c(NCCO)nc2ncn(Cc3ccccc3)c12	-10%	i	62	nt	7%	2%	2%	8%

Other structures.
SMILES	LYP phosphatase	T cell modulator	T cell modulator vesicle-bound %	GPR55 activation	GPR55 antagonists	Large T inhibition	Rac1 GTP hydrolysis	NTR1 agonist	NTR1 agonist cell count 20 µM	GPR35 arrestin U2OS	Lipid droplet	Lipid droplet cells 6.5 µM
CCC(c1nc2ccccc2c(=O)n1CCN1CCOCC1)N1C(=O)c2ccccc2C1=O (centres undefined)	2%	i	6	0.0%	12%	1%	11%	1.5	60	-6%	1	790
COc1ccc(N(CC(=O)N2CCCCCC2)S(C)(=O)=O)cc1Cl	-1%	i	54	-0.3%	-9%	-2%	8%	-0.7	62	-8%	-7	857
O=C(CC12CC3CC(CC(C3)C1)C2)NCC(c1ccc(F)cc1)N1CCOCC1 (centres undefined)	1%	i	28	1.2%	16%	5%	-4%	-0.2	47	-4%	-15	676
CN(Cc1ccsc1)C(=O)CCc1nnc(CCCc2ccccc2)o1	-7%	i	21	-0.2%	0%	10%	8%	0.0	45	6%	-16	735
Cc1ccc(S(=O)(=O)NCCC(=O)N2CCOCC2)cc1C	nt	i	20	nt	nt	10%	5%	-0.5	53	nt	nt	nt
Cc1cccc(C)c1OCc1cc(C(=O)NCc2ccc(Cl)s2)no1	-6%	i	22	-0.2%	22%	8%	6%	2.9	74	6%	12	755
CCc1nnc(NC(=O)CN2CCN(Cc3ccccc3C)CC2)s1	-9%	i	27	-0.2%	-3%	10%	13%	-0.7	48	-1%	4	829
O=C(NCc1ccncc1)c1cc(-c2ccc(Cl)cc2)oc1C(F)(F)F	-3%	i	58	0.0%	4%	18%	-6%	-0.8	47	-4%	18	655

Part of the list above, in CSV form.
SMILES,LYP phosphatase,T cell modulator,T cell modulator vesicle-bound %,GPR55 activation,GPR55 antagonists,Large T inhibition,Rac1 GTP hydrolysis,NTR1 agonist,NTR1 agonist cell count 20 µM,GPR35 arrestin U2OS,Lipid droplet,Lipid droplet cells 6.5 µM
Cc1cc(NS(=O)(=O)c2ccc(NC(=O)COc3ccc(Cl)c(C)c3)cc2)no1,-9%,nt,nt,0.2%,8%,nt,-1%,-1.2,47,3%,-3,763
Cc1c(NP(=O)(c2ccc(Br)cc2)c2ccc(Br)cc2)c(=O)n(-c2ccccc2)n1C,0%,i,60,-0.1%,21%,6%,4%,0.9,41,-14%,-26,708
